PLK1 PBD inh: PLK1 (human) polo-box domain binding inhibition | 360,000 tested, 2.8% active | Potency, µM, for inactives: max response, negative = inhibition, usual class: inhibitors | Plk1 PBD binding of FITC phosphopeptide, fluorescence polarization | P53350 | AID 720504; further: potency means the concentration at half of the fitted maximal effect; series mostly up to about 57 µM; on the % scale 0 is the no-effect control and ±100 the full control effect; nearly all actives have a fitted effect of over 65% in size
Target sequence (P53350 whole entry, looked up, the tested form may be a part): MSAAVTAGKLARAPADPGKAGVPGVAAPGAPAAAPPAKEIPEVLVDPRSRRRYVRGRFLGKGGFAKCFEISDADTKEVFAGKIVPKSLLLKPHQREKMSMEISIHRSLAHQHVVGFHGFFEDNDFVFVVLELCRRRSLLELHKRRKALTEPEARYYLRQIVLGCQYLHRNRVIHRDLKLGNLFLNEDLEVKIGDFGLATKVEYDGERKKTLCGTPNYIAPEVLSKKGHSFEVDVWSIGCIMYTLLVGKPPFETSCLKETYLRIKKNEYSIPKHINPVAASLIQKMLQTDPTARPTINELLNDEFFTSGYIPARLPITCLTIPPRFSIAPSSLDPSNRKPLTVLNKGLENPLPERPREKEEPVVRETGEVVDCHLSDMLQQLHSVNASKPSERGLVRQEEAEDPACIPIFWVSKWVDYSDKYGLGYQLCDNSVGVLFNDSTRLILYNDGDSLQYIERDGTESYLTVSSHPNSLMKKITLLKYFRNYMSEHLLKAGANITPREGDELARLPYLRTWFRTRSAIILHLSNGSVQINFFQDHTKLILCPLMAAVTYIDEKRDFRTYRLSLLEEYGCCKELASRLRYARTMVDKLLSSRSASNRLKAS
Mm-Cpn inhibitor: M. maripaludis TRiC chaperonin inhibition. purified Mm-Cpn ATPase, ADP Transcreener TR-FRET. Potency, µM (doses to about 76.9 µM), for the others: top-dose activity, negative = inhibition, usual class: inhibitors. 330,000 tested, 0.031% active; further: potency means the concentration at half of the fitted maximal effect; on the % scale 0 is the no-effect control and ±100 the full control effect; nearly all actives have a fitted effect of over 80% in size
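ATPase turnover read by TR-FRET ADP competition (Eu cryptate antibody/ADP-d2, 665/590 nm): 10uM ATP final, 25nM Mm-CPN final, 30 min 37degC after 10-min compound preincubation, pH 7.4 Tris/KCl/MgCl2/DTT buffer.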
WRN helicase inh: WRN helicase (human) inhibition. 360,000 tested, 0.46% active. Q14191. WRN helicase unwinding, fluorescent forked duplex, kinetic. Potency, µM (top dose mostly 114 µM), for inactives: at the top dose activity change, negative = inhibition, usual class: inhibitors; further: potency means the concentration at half of the fitted maximal effect; on the % scale 0 is the no-effect control and ±100 the full control effect; nearly all actives have a fitted effect of over 55% in size
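Screening of the MLSMR collection measured strand separation of a quenched forked DNA duplex (100 nM) by 20 nM WRN with 2 mM ATP, all final. Compounds were preincubated with enzyme 15 min at room temperature.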
EPAC2 antagonist: antagonists of human EPAC2. Q8WZA2. EPAC2 GEF exchange of Rap1B-BODIPY-GDP, fluorescence. Potency, µM (doses to about 114 µM), for inactives: at the top dose activity, negative = inhibition, usual class: inhibitors. 360,000 tested, 0.18% active; further: potency means the concentration at half of the fitted maximal effect; on the % scale 0 is the no-effect control and ±100 the full control effect; nearly all actives have a fitted effect of over 45% in size; many of its hits are not listed in these tables
EPAC1 ag: EPAC1 (human) agonism | O95398 | EPAC1 agonist qHTS, biochemical assay; response scale: 100% = response to 6.5 mM cAMP | Potency, µM (top dose mostly 154 µM), for the others: top-dose activation, most hits filed as activators | 360,000 tested, 0.073% active | AID 720707; further: potency means the concentration at half of the fitted maximal effect; nearly all actives have a fitted effect of over 60% in size
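Compounds were pinned as a concentration titration into mixtures of EPAC1 (100 nM), BODIPY-GDP-loaded Rap1B (250 nM) and GDP (50 uM). After 5 min at room temperature, fluorescence was followed for 30 min; activity was scaled to 6.5 mM cAMP.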
CCT modulator: changes cytosolic chaperonin activity; purified chaperonin ATPase assay, HTRF ADP detection, 30 min; 360,000 tested, 0.3% active; activity change, % (no concentration beside the values), hits read low; AID 651819; in the data active means activity change below about -30%; further: on the % scale 0 is the no-effect control and ±100 the full control effect
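Enzyme 40 or 20 nM (batch-dependent) in Tris pH 7.4/KCl/MgCl2/DTT; cpd 76 uM single point; ATP 10 uM; 30 min 37 °C; Transcreener ADP HTRF detection, 30 min RT; ratio 665/615.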
PI5P4K alpha inh: PI5P4K alpha (human) kinase inhibition | P48426 | PI5P4Kalpha enzyme, ADP-Glo luminescence, 60 min; stronger effect = lower value | max response, % | 330,000 tested, 1.2% active; active means max response of -50% or lower; inconclusive means between -30% and -50%; inactive means -30% or higher; further: value at the top dose of about 77 µM; on the % scale 0 is the no-effect control and ±100 the full control effect
Target sequence (P48426 whole entry, looked up): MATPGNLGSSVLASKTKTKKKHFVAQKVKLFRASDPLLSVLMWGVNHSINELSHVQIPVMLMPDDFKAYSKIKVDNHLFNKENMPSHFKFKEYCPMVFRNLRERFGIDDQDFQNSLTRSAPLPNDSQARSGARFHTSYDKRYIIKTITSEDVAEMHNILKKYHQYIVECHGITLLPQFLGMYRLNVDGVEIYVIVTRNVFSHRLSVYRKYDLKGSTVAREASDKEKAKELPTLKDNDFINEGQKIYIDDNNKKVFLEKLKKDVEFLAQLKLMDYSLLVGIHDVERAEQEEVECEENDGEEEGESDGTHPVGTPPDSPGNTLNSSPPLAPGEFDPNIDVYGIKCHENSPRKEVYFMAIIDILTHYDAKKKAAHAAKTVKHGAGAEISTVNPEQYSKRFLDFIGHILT
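qHTS, 1536-well: enzyme/substrate mix, compound by pin tool, 5 microM ATP final; RT 60 min; ADP-Glo reagents 1 (45 min) then 2 (30 min); luminescence.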
EPAC1 antag: antagonists of human EPAC1. O95398. EPAC1 GEF assay, Rap1b-BODIPY-GDP exchange fluorescence. Potency, µM (titrated, usually from 115 µM), for inactives: at the top dose activity change, negative = inhibition, actives largely listed as inhibitors. 360,000 tested, 0.14% active. AID 720709;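 further: potency means the concentration at half of the fitted maximal effect; plate controls were vehicle for no effect and positive control for full effect; nearly all actives have a fitted effect of over 50% in size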
* = called active by the depositor; ? = inconclusive; / = not tested or not shown; [ ] = remark or other dose. Unless noted, the call rests on the fitted dose curve; in most records, active means well fitted curve in the direction sought with a large enough effect; inconclusive means small, poorly fitted or top-dose-only effect, or another doubt; inactive means no such curve, though single readings can be large; an effect the other way counts as inactive or inconclusive. A portion of the library, so the mix of outcomes need not match the whole.

Structure	CCT modulator	EPAC1 antag	EPAC2 antagonist	EPAC1 ag	WRN helicase inh	PI5P4K alpha inh	Mm-Cpn inhibitor	PLK1 PBD inh
CCN(CC)C(=O)c1[nH]cnc1C(=O)N[C@@H](Cc1ccccc1)C(=O)OCc1ccccc1	-3.1	-25%	-4%	-2%	-4%	1	/	1%
COc1cc(S(=O)(=O)N(Cc2ccccn2)Cc2ccccc2Cl)ccc1-n1cnnn1	-0.7	-23%	3%	-2%	-3%	/	0%	-1%
OCCC1CN(CC2CCCCC2)CCN1CC1CCCCC1 (stereo not drawn)	-0.2	1%	-3%	2%	-29%	0	0%	-12%
O=C(Oc1nsnc1N1CCOCC1)N1CCCCC1	-0.5	-4%	11%	-7%	-1%	/	/	-4%
COc1cccc(-n2c(SC3CCOC3=O)nc3ccccc3c2=O)c1 (stereo not drawn)	-5.5	-3%	-12%	0%	-9%	/	-1%	-12%
CC(=O)c1ccc(S(=O)(=O)N2CCN(C(=O)c3ccc(-n4nc(C)c(Cl)c4C)cc3)CC2)cc1	-0.1	-3%	4%	-5%	7%	5	-2%	-14%
Cc1ccc(NC(=O)CSCC(=O)NNC(=O)c2nn(C)c(=O)c3ccccc23)cc1	-2.2	13%	8%	15%	6%	-5	-1%	2%
COc1ccccc1N1CCN(C2CCN(C(=O)c3cccc(F)c3)CC2)CC1	-1.3	-9%	0%	-3%	-8%	-9	-12%	-7%
COc1ccccc1/C=C(/C(=O)OCC(=O)Nc1cc(C)ccc1C)c1ccccc1	-0.5	5%	30%[activator]	2%	-2%	9	2%	-4%
O=C(Nc1cccnc1)c1c(F)cccc1F	-1.7	-7%	-2%	14%	8%	/	1%	-9%
Cc1cc(C)n2nc(CNS(=O)(=O)c3ccc(F)cc3)nc2n1	0.0	7%	-2%	-11%	-5%	-3	2%	-2%
CSc1nc2ccc(NC(=O)c3cccs3)cc2s1	0.7	0%	-1%	3%	-21%	7	-3%	5%
C=CCN1CCN(C(=O)c2cc3c(s2)CCC(CC)C3)CC1 (stereo not drawn)	-0.1	-1%	2%	-10%	-1%	3	4%	-12%
CC(=O)N1CCN(C(=O)CCc2c[nH]c3ccccc23)CC1	-0.2	-1%	5%	-2%	5%[57.1 µM]	-6	1%	-3%
CSc1ccc(CN(C)CCc2ccccn2)cc1	-1.4	-13%	2%	7%	-5%	2	-1%	-20%
COc1ccc(OCC(O)CN2CCN(c3ccc(OC)cc3)CC2)cc1 (stereo not drawn)	-4.7	3%	7%	0%	1%	1	-2%	2%
Cc1ccc(S(=O)(=O)N2CCN(C(=O)c3c(C)nn(-c4ccccc4)c3Cl)CC2)cc1	-0.4	13%	-1%	10%	-1%	/	3%	-7%
CCOC(=O)c1cnc(Nc2ccc(OCC)cc2)nc1C	1.9	6%	5%	-11%	3%	/	2%	-3%
COC(=O)CCN(c1ccccc1)S(=O)(=O)c1cc(-c2cc(C)no2)ccc1C	-1.0	3%	-20%	8%	-13%[57.1 µM]	14	-7%	-11%
Cc1ccc(S(=O)(=O)N2CCN(C(=O)COC(=O)COc3ccc(Cl)cc3)CC2)c(C)c1	0.1	-13%	4%	-1%	6%	1	/	-13%
COc1ccccc1CNC(=O)c1cc(C(C)=O)c[nH]1	-2.1	-2%	-1%	2%	-12%	2	0%	-12%
O=C(CCc1nc2ccccc2s1)OCc1ccccc1	-1.0	-5%	-3%	-3%	1%	1	-2%	0%
CSc1nnc2c3cc(F)ccc3n(Cc3ccccc3)c2n1	-2.0	2%	-4%[57.1 µM]	1%	7%	0	-5%	-11%
CN(C)Cc1c(O)ccc2c(=O)c(-c3ccc(Cl)cc3)coc12	-1.5	-9%	1%	0%	-19%	-2	-4%	-3%
CC(Oc1ccc(Cl)cc1Cl)c1nc(-c2ccc(NC(=O)c3ccncc3)cc2)no1 (stereo not drawn)	-1.3	-9%	-3%	12%	-13%	/	-3%	-5%
CCCCOCCCNC(=O)C[C@@H]1C[C@@]2(C(=O)OC)CC(C)(C)CC=C2N(Cc2cccc3ccccc23)C1=O	/	-12%	-25%	-6%	-6%	11	/	-17%
c1ccc(-c2ccc3c(c2)c2c4n3CCN=C4CCC2)cc1	-2.0	15%	0%	9%	3%	/	0%	30µM*
Cc1cc(NC(=O)CSc2nc(C3CC3)nc3sc(C)c(C)c23)no1	-4.2	11%	5%	0%	-5%[57.1 µM]	/	0%	?
Cc1ccc(SCC(=O)NC2CC2)cc1	-1.2	14%	1%	1%	1%	3	0%	-7%
COc1cc(/C=N/Nc2ccc(C(F)(F)F)cn2)cc(OC)c1O	-6.1	8%	-7%	7%	-2%	0	-1%	-7%

Later entries.
Structure	CCT modulator	EPAC1 antag	EPAC2 antagonist	EPAC1 ag	WRN helicase inh	PI5P4K alpha inh	Mm-Cpn inhibitor	PLK1 PBD inh
CCOC(=O)c1cc(C)[nH]c(=O)c1C#N	0.7	-7%	2%	-17%	7%	2	-2%	4%
O=c1nc2n(c3ncccc13)CCC2	-0.3	-1%	1%	1%	-11%	/	0%	-4%
COc1ccc(NC(=O)c2cccc(NC(=O)c3ccco3)c2)c(OC)c1	-12	-13%	-1%	5%	-15%	/	2%	0%
Cc1cccc(N2CCCn3c2nc2c3c(=O)n(CCN3CCOCC3)c(=O)n2C)c1	-5.9	10%	-2%	-3%	-4%	/	-1%	-1%
CCc1ccc(-n2c(SCc3c(C)noc3C)nnc2-c2ccncc2)cc1	-6.0	14%	18%	0%	2%	-5	-5%	-1%
CCCCNC(=O)C1c2ccccc2OCC(=O)N1CCc1ccccc1 (stereo not drawn)	0.1	-16%	-4%	9%	-8%	0	/	0%
O=C(c1sc2cc([N+](=O)[O-])ccc2c1Cl)N1CCOCC1	1.0	-12%	-4%	7%	9%	0	2%	?
COc1ccc(C(=O)NC(=S)NC2CCSC2=O)cc1 (stereo not drawn)	-0.3	-12%	2%	6%	-7%	1	3%	-15%
O=C1c2ccccc2C(=O)N1c1ccc(Cl)cn1	-1.6	-1%	5%	10%	-3%	-2	-1%	-8%
Clc1ccc(OCc2cn3cccnc3n2)c2ncccc12	-2.8	1%	0%	9%	-6%	4	0%	-6%
O=C(NCc1ccccn1)C(=O)Nc1nc(C23CC4CC(CC(C4)C2)C3)cs1	1.3	5%	-9%	12%	-2%	-1	-2%	5%
COc1cccc(-c2ccc(-c3noc(-c4cccs4)n3)c(OC)n2)c1	-0.1	-12%	-16%	-14%	2%	0	-7%	-9%
CSc1nnc(-c2ccc(NC(N)=S)cc2)o1	0.7	-7%	1%	-7%	-2%	-5	-1%	-6%
O=C(CCc1ccccc1)N/N=C/c1cc(Br)ccc1O	-5.5	-9%	-2%	-8%	-16%	0	-4%	1%
O=c1[nH]c(C2CCN(S(=O)(=O)c3ccc4c(c3)OCCO4)CC2)nc2c1nnn2Cc1cccc(F)c1	1.3	-18%	6%	4%	-12%	-10	0%	-10%
Cc1ccc(C2=Nc3ccccc3N=C(C(Cl)Cl)C2)cc1	-3.1	4%	?	2%	-8%	-5	-1%	-26%
CCc1sc(NS(C)(=O)=O)nc1-c1ccccc1	-1.9	0%	4%	0%	3%	/	2%	-12%
CCN1CCCC1CNC(=O)COc1cc(=O)n(C)c2ccccc12 (stereo not drawn)	3.0	-1%	12%	2%	5%	/	1%	-1%
CCOC(=O)CN1C(=O)C(O)=C(C(C)=O)C1c1ccc(F)cc1 (stereo not drawn)	-0.3	8%	-2%	5%	2%	5	1%	-1%
COc1ccc(C(=O)N2CCN(c3ccc(N4CCOCC4)nn3)CC2)cc1OC	0.1	7%	-5%	7%	-10%	4	-4%	-5%
Cc1nnc(NC(=O)c2ccc(F)c(S(=O)(=O)N3CCOCC3)c2)s1	-0.6	11%	6%	3%	3%	2	-1%	-5%
CCNC(=O)COC(=O)/C=C/c1cccc(F)c1	-4.5	9%	9%	-7%	4%	-10	4%	-3%
Cc1ccc(C(=O)O)cc1S(=O)(=O)Nc1ccccc1C(=O)NC1CC1	3.7	1%	-14%	-7%	-6%	2	0%	-6%
O=C(CCNc1ccccc1)c1ccc2c(c1)OCO2	0.9	-2%	-3%	4%	-13%	0	0%	-7%
O=C(CN1C(=O)c2ccc([N+](=O)[O-])cc2C1=O)NCCC1=CCCCC1	-3.0	-8%	-2%	7%	-11%	6	-4%	-7%
CC(C)COC(=O)c1cc(=O)[nH]c2ccccc12	-0.5	2%	12%	5%	-7%	5	-2%	-3%
O=[N+]([O-])c1ccc(S(=O)(=O)Nc2cccc(-c3ccc(N4CCOCC4)nn3)c2)cc1	1.2	-10%	-11%	2%	-16%	-1	0%	-10%
Nc1ccc(O)cc1C(=O)OCC(=O)C12CC3CC(CC(C3)C1)C2	-0.7	-8%	-9%	-6%	-15%	?	-4%	-17%
COc1ccc(C(=O)CSc2nnc(-c3cccnc3)n2Cc2ccco2)cc1	1.2	1%	15%	-1%	-4%	-2	-3%	-13%
CCN1Cc2c(cc(OC)c(OC)c2OC)-c2ccccc2S1(=O)=O	-4.9	-6%	4%	-9%	0%	2	-10%	3%

Remaining list, next part
Structure	CCT modulator	EPAC1 antag	EPAC2 antagonist	EPAC1 ag	WRN helicase inh	PI5P4K alpha inh	Mm-Cpn inhibitor	PLK1 PBD inh
Nc1c(C(=O)CSc2ncccn2)c(=O)[nH]c(=O)n1C1CC1	1.4	1%	4%	-13%	-2%	-13	0%	-13%
O=C(CSc1ccccc1C(=O)NCCCN1CCCC1=O)NCc1ccco1	-1.9	-15%	-1%	8%	1%	-12	-2%	-18%
C(=N\N1CCN(Cc2cccc3ccccc23)CC1)/c1cccnc1	2.7	-6%	-1%	7%	-6%	/	2%	3%
CN(C(=O)CCc1nnc(-c2ccc(-c3ccccc3)cc2)o1)C1CCOCC1	-2.9	9%	-5%	7%	-21%	6	0%	-2%
COCc1ccc(C(=O)N2CCCC(C(=O)c3cccc(C(F)(F)F)c3)C2)o1 (stereo not drawn)	-0.3	-4%	-3%	5%	-2%	-2	0%	-13%
C=CCOc1nc2c(c(=O)n(Cc3ccc(Cl)cc3)c(=O)n2C)n1C	-8.4	-13%	-1%	25%	-5%	14	1%	-10%
COc1cc(C(=O)NC(=S)Nc2ccc3c(c2)C(=O)N(C)C3=O)cc(OC)c1OC	-5.1	-1%	-10%	7%	3%	1	-1%	-18%

Compound activity (PubChem BioAssay)
